Bioassay records: PubChem, several laboratories
Dynein transport – blocks dynein driven cargo transport along microtubules; 3617.4 mouse cells, GR-EGFP nuclear translocation imaging; test concentration mostly 20 µM; stimulated with dexamethasone, 1 µM; active compounds read low; z-score, hits read low; actives 0.47% (n = 220,000); AID 1381;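 active = plate z-score of nuclear minus cytoplasmic receptor signal below a set negative limit, without overly bright fluorescence or cell loss, cut at about -3.5 in these data, passing the limit was not always enough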;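 also: z-score of nuclear minus cytoplasmic ring GR-EGFP intensity difference per well; some compounds called inactive have numbers as strong as hits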
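medium = tetracycline-free induction medium containing charcoal-stripped FBS | probe or stimulus = dexamethasone, 1.0 µM final | timing = 48 h induction, then 1 h compound, then 30 min agonist, 37 °C | detection = automated 10x imaging of fixed Hoechst-stained cells | read-out basis = nuclear versus cytoplasmic GR-EGFP signal, averaged per well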
MT stabilizer – microtubule stabilization, imaging screen | AID 2205 | HeLa tubulin immunostaining HCS, 24 h; share of cells brighter than vehicle mean+2SD | % tubulin-high responders, % at 10 µM | actives 0.83% (n = 200,000);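 active = plate Z-score above 3 for both tubulin-high and condensed-nucleus cell shares, with cell loss under 80%, at 10 µM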;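 also: anti alpha tubulin signal scored within the nucleus-defined area of each cell; some results filed as inactive read as strong as hits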
P. falciparum M1AAP – malaria alanyl aminopeptidase activity blockers – biochemical, fluorogenic H-Leu-NHMec substrate, 1536-well (AID 1445) | recombinant M1AAP, H-Leu-NHMec fluorogenic kinetic assay; higher % means a stronger effect | one-dose inhibition, % at 30 µM; IC50 in µM for titrated hits | actives 0.42% (n = 220,000);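 active = primary inhibition above the hit cutoff, then over 50% inhibition at one or more dose response concentrations, cut at about 23% in these data, passing the limit was not always enough; inconclusive = conflicting primary data, or primary hits not chosen for dose response; inactive = low primary inhibition, or under 50% at every dose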;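 also: plate controls were DMSO full reaction for no effect and no enzyme background for full effect; strong numbers were not always called active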
Autophagy mod – alters autophagy in cells | MEF GFP-LC3 puncta imaging; test concentration mostly 10 µM | calls only at 10 µM (by protocol) | actives 0.98% (n = 190,000);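 active = percentage of spot-positive cells more than 3 SD above its plate mean, without a fluorescence outlier flag or 80% toxicity; inconclusive = no clear call, values can overlap the other calls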;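 also: spot-positive cell cutoff set from DMSO-treated cells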
Ins promoter up – MIN6 insulin promoter up-regulation. MIN6 insulin promoter-GFP reporter, high-content imaging; active compounds read high. z-score at 5 µM. AID 1625. actives 0.3% (n = 190,000);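 active = z-score above 3 at 5 µM with at least 500 cells counted in the well; inconclusive = wells under 500 cells, flagged as cytotoxic or low count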
K1F lysis inhibition – inhibition of K1F phage lysis, E. coli UTI89, bacterial capsule biogenesis inhibitors, alamar blue (AID 488966). E. coli UTI89 K1F phage lysis, alamar blue, 2 h; higher % means a stronger effect. inhibition, % at 100 µM; hits with a dose series show IC50 in µM. actives 0.02% (n = 340,000);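 active = phage lysis inhibition, versus mean bacterial control, above a set limit; inconclusive = no clear call, values can overlap the other calls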;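 also: capsule biogenesis inhibitors block K1F phage lysis so surviving cells raise fluorescence; higher fluorescence means more inhibition of phage lysis; actives were called in the ten point dose series up to 300 µM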
b-catenin transl – alters nuclear translocation of beta-catenin in HeLa cells. actives 0.3% (n = 190,000). nuclear translocation activity, % at 5 µM. immunofluorescence imaging;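 active = nuclear translocation activity above 50% at 5 µM, with a well cell count of 50 or more; inconclusive = wells under 50 cells across six images, flagged as toxic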;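 also: per-cell ratio of nuclear to cytoplasmic median beta-catenin stain intensity; plate controls were DMSO negative control for no effect and GSK-3 inhibitor IX positive control for full effect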
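Test system: human HeLa cell line; Doses: 5 µM primary, 0.02–20 µM confirmation; Incubation: 24 h compound exposure, 37°C; Detection: beta-catenin immunofluorescence imaging with DAPI; Read-out: beta-catenin nuclear/cytoplasmic ratio, % activation.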
P. falciparum M17LAP – P. falciparum M17LAP inhibitors, primary screen, biochemical, fluorogenic H-Leu-NHMec substrate, 1536-well (AID 1619); recombinant M17LAP, H-Leu-NHMec fluorogenic kinetic assay; higher % means a stronger effect; actives 0.38% (n = 220,000); inhibition, % at 30 µM, or IC50 in µM where a hit was titrated;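 active = compound inhibiting the enzyme by more than half at any dose during confirmatory dose-response retesting; inconclusive = strong single-dose inhibitors picked by rank but not retested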;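 also: plate controls were full reaction with DMSO carrier for no effect and no enzyme background for full effect; strong numbers were not always called active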
CSM14.1 death rescue – protection against thapsigargin-triggered cell killing – 384-well, CSM14.1, ATP luminescence, primary screen (AID 1222). CSM14.1 thapsigargin-induced death rescue, ATP luminescence; higher % means a stronger effect. cellular ATP content (survival), % at 20 µM; hits with a dose series show EC50 in µM. 190,000 tested, under 10 active;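 active = EC50 below 50 µM in the dose-response confirmation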;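 also: death triggered by thapsigargin at about 15 µM added after 2 h compound pretreatment; cell ATP read after overnight thapsigargin exposure of roughly 18 to 22 hours; normalized against plate controls of thapsigargin alone and 5% DMSO vehicle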
Dynein transport cytoplasmic EGFP – further read-out of Dynein transport, marked with its call; z-score; measured here: cytoplasmic GR-EGFP intensity; active compounds read high
Dynein transport nuclear GR-EGFP – second read-out of Dynein transport, no call of its own (marks repeat the call); z-score; measured here: nuclear GR-EGFP intensity;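 lower value marks the stronger effect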
Dynein transport cell count – second read-out of Dynein transport, no call of its own (marks repeat the call); z-score; measured here: cell count per field
Ins promoter up cell count – further read-out of Ins promoter up, marked with its call; cell count; measured here: cytotoxicity, nuclei count;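 total cells summed across four imaged fields per well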
b-catenin transl cell count 5 µM – recorded beside b-catenin transl, whose call it bears; cell count; measured here: cell count, cytotoxicity flag
MT stabilizer Hoechst-high % – also measured in MT stabilizer; calls as there; % Hoechst-high responders; measured here: nuclear condensation Hoechst responders;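 share of cells brighter than vehicle mean plus two SD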
MT stabilizer cytotoxicity % – second read-out of MT stabilizer, no call of its own (marks repeat the call); toxicity, %; measured here: cytotoxicity by cell density;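 0% = mean cell density of plate MIN control wells and 100% = no cells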
Autophagy mod cell loss 18 h – second read-out of Autophagy mod, no call of its own (marks repeat the call); toxicity, %; measured here: cell loss, nuclei count;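 cell loss after 18 h compound exposure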
An asterisk follows results filed as active; i = inactive; ? = inconclusive; . = not tested or not shown; [ ] = remark or other dose.

SMILES | Dynein transport | Dynein transport cytoplasmic EGFP | Dynein transport nuclear GR-EGFP | Dynein transport cell count | MT stabilizer | MT stabilizer Hoechst-high % | MT stabilizer cytotoxicity % | P. falciparum M1AAP | Autophagy mod | Autophagy mod cell loss 18 h | Ins promoter up | Ins promoter up cell count | K1F lysis inhibition | b-catenin transl | b-catenin transl cell count 5 µM | P. falciparum M17LAP | CSM14.1 death rescue
O=S(=O)(O/N=C1\CCCc2ccccc21)c1ccc(Cl)cc1 | 0.09 | -0.32 | -0.084 | 0.28 | 0.8 | 1.5 | 10 | 5% | i | -2 | -0.29 | 801 | -0.2% | -1.5 | 1032 | -2% | -2.3%
O=c1[nH]c(Cc2ccccn2)nc2scc(-c3ccc(Cl)cc3)c12 | -0.82 | -0.2 | -0.29 | 0.65 | 3.8 | 2.0 | 7.1 | -14% | i | 28 | -0.74 | 1382 | 1.2% | 0.3 | 1574 | -2% | 4.1%
COc1ccc(NC(=O)c2ccc3c(c2)C(=O)N(Cc2cccnc2)C3=O)c(OC)c1 | -0.74 | -0.21 | -0.12 | 0.43 | 5.2 | 2.3 | 9.6 | 0% | i | 19 | 0.17 | 1249 | 0.2% | -2.3 | 1237 | 0% | -0.3%
CN1C(=O)CC(n2c(CO)nc3ccccc32)C1=O (stereo unspecified) | -0.58 | -0.26 | -0.042 | 1.6 | 2.6 | 1.5 | 6.2 | -2% | i | 1 | 0.24 | 1729 | -0.4% | -1.2 | 1046 | 2% | 1.3%
CS(=O)(=O)N(CCc1ccccc1)CC(=O)NCc1ccco1 | 0.73 | -0.078 | 0.41 | 1.2 | 1.5 | 2.3 | 3.7 | 7% | i | 1 | 0.31 | 1339 | -0.2% | 0.8 | 1036 | -3% | -2.6%
CC1Cc2ccccc2N1C(=O)CSc1nc(-c2ccco2)cc(C(F)(F)F)n1 (stereo unspecified) | -0.33 | -0.0082 | -0.17 | -0.38 | 3.9 | 1.8 | 2.3 | 6% | i | 16 | 0.73 | 1247 | 0.0% | -5.8 | 880 | 5% | 3.0%
O=C(N/N=C/c1sc(N2CCOCC2)nc1-c1ccccc1)c1cccc(S(=O)(=O)N2CCOCC2)c1 | -0.79 | -0.18 | -0.24 | 0.84 | . | . | . | 4% | . | . | ? | . | -1.2%[50 µM] | 0.4 | 1286 | -8% | .
C[C@@]12CC(=O)NC1N(C(=O)c1cccc(C(F)(F)F)c1)C(c1ccccc1OC(=O)c1cccc(C(F)(F)F)c1)C2 (stereo partly specified) | -0.48 | -0.17 | 0.028 | -0.27 | 1.5 | 1.1 | 3.5 | 7% | i | -15 | . | . | 7.3% | -1.2 | 1033 | 3% | -3.2%
CC(=O)Oc1ccccc1-c1nc(C)nc(N(C)C(C)=O)n1 | -0.41 | -0.18 | 0.17 | 0.64 | 3.8 | 2.4 | 3.1 | 1% | i | -8 | -0.52 | 1273 | -1.2% | -0.4 | 1113 | -6% | -3.2%
Cc1nc(OCc2ccccc2)c2sc3nc4c(cc3c2n1)COC(C)(C)C4 | 2 | -0.25 | -0.44 | -0.64 | 1.8 | 2.3 | 5.7 | -4% | i | 3 | -1.5 | 801 | -0.1% | -1.6 | 1416 | 3% | 0.3%
CC(C)(C)n1nnnc1C(c1ccc2ncccc2c1)N1CCC(O)CC1 (stereo unspecified) | -0.85 | -0.23 | -0.37 | 0.099 | 6.1 | 1.9 | 6.8 | 2% | i | 4 | . | . | -0.3% | -0.3 | 1102 | -8% | -0.9%
COC(=O)c1ccccc1NC(=O)CN(C)S(=O)(=O)c1ccc(OC)cc1 | 2.2 | -0.2 | 0.84 | -1 | 3.5 | 1.9 | 2.6 | -2% | i | 29 | 0.11 | 1255 | -0.7% | 0.0 | 967 | -1% | 1.9%
Cc1ccn2c(C(=O)CSc3ccc(Cl)cc3Cl)c(C)nc2c1 | 1.2 | -0.38 | 0.96 | -0.85 | 4.4 | 1.2 | 1.3 | 3% | i | -9 | 1.4 | 1186 | 0.0% | -1.5 | 808 | 3% | 1.4%
COc1ccccc1NC(=O)N(C1CCCC1)C1CCN(C(C)=O)CC1 | 0.38 | -0.22 | 0.37 | -0.051 | 6.4 | 2.3 | 7.5 | 9% | . | . | -0.51 | 1400 | 0.2% | -0.5 | 1144 | -12% | .
O=C(CN1C(=O)NC2(CCOc3ccccc32)C1=O)Nc1ccc2c(c1)OCCO2 (stereo unspecified) | -0.54 | -0.22 | -0.11 | 0.73 | 2.5 | 2.3 | 8.2 | -1% | i | -16 | -0.76 | 956 | 1.3% | . | . | -1% | -0.2%
CCn1c(C)nc2cc(C(=O)N/N=C(\C)c3ccccc3O)ccc21 | -0.8 | -0.36 | 0.3 | 0.99 | 3.8 | 1.5 | 7.4 | 0% | i | -2 | -0.84 | 1307 | 0.6% | -0.3 | 1076 | 2% | 0.6%
CSc1nc(N2CCCC2)c2c(c1C#N)CC(C)(C)OC2 | -1.3 | -0.28 | -0.65 | 0.32 | 2.7 | 2.0 | 6.8 | 8% | i | 2 | . | . | 1.1% | 0.9 | 892 | 0% | -3.4%
COc1ccccc1N1CCN(C(=O)CCCN2C(=O)c3cccc4cccc(c34)C2=O)CC1 | -0.55 | -0.22 | -0.54 | 0.11 | 3.1 | 3.2 | 0.5 | 12% | i | 8 | 0.66 | 1295 | 0.4% | -3.3 | 1061 | 0% | 1.0%
O=C(NCCc1csc(-c2cccnc2)n1)c1ccco1 | 0.1 | -0.31 | 0.18 | 0.6 | 2.2 | 3.6 | 0.2 | 18% | i | -6 | -0.21 | 920 | 0.7% | -0.6 | 1188 | 8% | -1.3%
Cc1cccc(NC(=S)NNC(=O)c2sccc2C)c1 | -1 | 0.25 | -0.15 | 1.1 | 2.8 | 1.4 | 9.7 | 2% | i | -13 | -0.33 | 940 | -1.7% | -4.8 | 1295 | 7% | 2.4%
COc1cccc(CNC(=O)CCC2CCCN(C(=O)CCn3cncn3)C2)c1 (stereo unspecified) | 1.1 | 0.19 | 0.17 | -0.31 | 5.1 | 1.0 | 11 | 7% | i | 2 | 0.08 | 1376 | 0.5% | 0.0 | 1463 | 1% | 0.3%
Cc1ccccc1NC(=S)N(CCCN1CCOCC1)Cc1cccnc1 | 0.095 | -0.31 | 0.36 | 0.16 | 2.5 | 3.1 | 7.4 | 1% | i | 2 | 0.13 | 1289 | 3.1% | -0.7 | 1113 | 1% | -0.8%
Cc1onc(-c2ccc(Cl)cc2)c1-c1ccnn1S(=O)(=O)c1ccc(Cl)cc1 | -0.15 | -0.24 | 0.3 | 0.084 | . | . | . | 2% | . | . | -0.48 | 1040 | . | 0.2 | 1258 | 6% | .
COc1cc(C(=S)N2CCOCC2)cc(OC)c1OS(=O)(=O)c1ccc(NC(C)=O)cc1 | 0.018 | -0.2 | -0.054 | -0.29 | 1.5 | 1.8 | 6.7 | 1% | i | -8 | 1.3 | 1519 | 0.1% | -1.8 | 1397 | -10% | 2.8%
Cc1ccc(-c2nc3cnccn3c2Nc2ccc3c(c2)OCO3)cc1 | -0.82 | -0.21 | -0.47 | 0.26 | 4.1 | 4.6 | 4.1 | 9% | i | 0 | 1.6 | 943 | -1.6% | -2.1 | 1157 | 12% | 13%
COc1cc(Nc2ncnc(N)n2)cc(OC)c1OC | 0.72 | -0.28 | 0.13 | 0.34 | . | . | . | 1% | . | . | -0.65 | 1409 | 0.9% | -0.9 | 1127 | -6% | .
Clc1ccccc1-c1ccc(/C=N/Nc2nncc(-c3ccccc3)n2)o1 | -0.46 | -0.22 | -0.84 | 0.69 | 3.8 | 3.8 | 1.0 | 4% | i | -10 | 0.65 | 1543 | 6.4% | -2.9 | 1039 | 10% | -1.2%
COCCn1c(Br)nc2c1c(=O)n(C)c(=O)n2C | -1 | 0.11 | -0.68 | 0.29 | 2.4 | 2.1 | 5.0 | 5% | i | -7 | 0.1 | 1406 | . | -1.9 | 1029 | 16% | 0.1%
Cc1onc(-c2ccccc2Cl)c1C(=O)Oc1cccc2cccnc12 | -0.9 | -0.3 | -0.38 | 0.82 | 1.4 | 1.6 | 9.9 | -3% | i | 13 | -0.84 | 1350 | -0.1% | -2.1 | 1112 | 7% | .
Cc1oc2ccc(Br)cc2c(=O)c1-c1nn[nH]n1 | 1.3 | -0.36 | 0.55 | -1.3 | 3.5 | 2.0 | 3.5 | -3% | i | -10 | 0.18 | 1347 | 0.0% | -0.6 | 1518 | 0% | -0.1%
